High-throughput results as filed in PubChem BioAssay.
West Nile antiviral = West Nile virus antiviral activity, cell-based, CPE readout (AID 1621). one-dose CPE inhibition, % at 10 µM; IC50 in µM for titrated hits. West Nile virus-infected cells, CPE inhibition; higher % means a stronger effect. actives 0.02% (n = 290,000); in the data active = a potency from the dose series; inconclusive = CPE inhibition mostly from about 3.7% at the one dose, without a potency; inactive = the rest, 99 in 100 with CPE inhibition below about 2.2%; also: strong numbers were not always called active
Yfh1-depleted yeast = mitochondrial function rescue without frataxin homolog – Friedreich's ataxia, plus single-dose screen, dose response (AID 1465); S. cerevisiae Yfh1-off respiration, WST-1 reduction, 72 h; higher fold induction means a stronger effect; fold induction at 50 µM; hits with a dose series show EC50 in µM; actives 0.074% (n = 220,000);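 active = fold induction of absorbance versus untreated yeast above a set limit, then at least 30% activation at any dose in follow-up; inconclusive = repeats straddling the limit, or above it without dose testing; inactive = fold induction below the set limit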;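 also: activators that raise dye reduction in frataxin-depleted yeast; strong numbers were not always called active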
XIAP antagonists = XIAP antagonists, biochemical, IAP family, fluorescence polarization (AID 1018) | XIAP BIR domain, fluorescence polarization peptide displacement; higher % means a stronger effect | one-dose displacement, % at 20 µM; IC50 in µM for titrated hits | actives 0.007% (n = 200,000); in the data active = displacement above about 50%; also: a part of the inactive calls stands beside numbers as strong as those of hits
UTI89 phage lysis = inhibition of K1F phage lysis, E. coli UTI89, bacterial capsule biogenesis inhibitors, alamar blue (AID 488966). inhibition, % at 100 µM, or IC50 in µM where a hit was titrated. actives 0.02% (n = 340,000). E. coli UTI89 K1F phage lysis, alamar blue, 2 h; higher % means a stronger effect;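 active = phage lysis inhibition, versus mean bacterial control, above a set limit; inconclusive = no clear call, values can overlap the other calls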;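 also: capsule biogenesis inhibitors block K1F phage lysis so surviving cells raise fluorescence; higher fluorescence means more inhibition of phage lysis; actives were called in the ten point dose series up to 300 µM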
SV40 large T antigen = TAg ATPase/helicase activity blockers – biochemical (AID 1903) | inhibition, % at 20 µM; hits with a dose series show IC50 in µM | SV40 large T antigen ATPase/helicase inhibition assay; higher % means a stronger effect | actives 0.39% (n = 310,000); in the data active = a potency from the dose series; inconclusive = inhibition mostly from about 32% at the one dose, without a potency; inactive = the rest, 99 in 100 with inhibition below about 32%; also: strong numbers were not always called active
RSV CPE inhibition = inhibition of RSV-induced cytopathic effect – HEp-2 cells, primary 10 µM value included (AID 2391); CPE inhibition, % at 10 µM; hits with a dose series show IC50 in µM; HEp-2 cells, RSV-induced CPE inhibition; higher % means a stronger effect; actives 0.13% (n = 310,000); in the data active = a potency from the dose series; inconclusive = CPE inhibition mostly from about 23% at the one dose, without a potency; inactive = the rest, 99 in 100 with CPE inhibition below about 21%; also: strong numbers were not always called active
ER stress rescue = protection against thapsigargin-triggered cell killing – 384-well, CSM14.1, ATP luminescence, primary screen (AID 1222). CSM14.1 thapsigargin-induced death rescue, ATP luminescence; higher % means a stronger effect. cellular ATP content (survival), % at 20 µM; hits with a dose series show EC50 in µM. 190,000 tested, under 10 active;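 active = EC50 below 50 µM in the dose-response confirmation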;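 also: death triggered by thapsigargin at about 15 µM added after 2 h compound pretreatment; cell ATP read after overnight thapsigargin exposure of roughly 18 to 22 hours; normalized against plate controls of thapsigargin alone and 5% DMSO vehicle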
NS5 inhibitors = Dengue-2 NS5 methyltransferase inhibitors, primary screen, biochemical, confirmation dose response (AID 588689); Dengue-2 NS5 methyltransferase capping enzyme assay, biochemical; higher % means a stronger effect; inhibition, % at 25 µM, or IC50 in µM where a hit was titrated; actives 0.3% (n = 340,000); in the data active = a potency from the dose series; inconclusive = inhibition above about 29% without an active follow-up result
WT yeast gro inh = growth inhibition of WT yeast, mitochondrial fusion screen. inhibition, % at 10 µM. actives 2.1% (n = 190,000). mitochondrial fusion phenotypic screen, WT strain. AID 1362; in the data active = inhibition above about 58%; tested in S. cerevisiae
WT yeast gro inh mutant strain = second read-out of WT yeast gro inh, no call of its own (marks repeat the call); inhibition, %; mitochondrial fusion phenotypic screen, mutant strain inhibition
NS5 inhibitors pilot replicate = second read-out of NS5 inhibitors, no call of its own (marks repeat the call); inhibition, %; measured here: pilot screen replicate inhibition
* hit, by the source's call; i = inactive; ? = inconclusive; / = not tested or not shown; & = joins results of further samples; [ ] = another dose, or the depositor's remark.

SMILES	West Nile antiviral	Yfh1-depleted yeast	XIAP antagonists	UTI89 phage lysis	SV40 large T antigen	RSV CPE inhibition	ER stress rescue	NS5 inhibitors	WT yeast gro inh	WT yeast gro inh mutant strain	others
COc1ccccc1N1C(N)=NC(N)=NC1(C)C	-0.1%	i	-6.8%	0.3%	10%	1.3%	2.2%	-5%&-1%	-14	-10
Cc1ccccc1C(=O)Nc1ccnn1C1CCN(Cc2ccncc2)CC1	0.9%	/	/	0.1%	21%	1.0%	/	1%	/	/
Cc1cc(Cl)ccc1C(=O)C1CCCN(C(=O)c2nonc2C)C1 (stereo not drawn)	0.0%	/	/	0.0%	10%	3.3%	/	-15%	/	/
CSC1=C(C#N)C(c2ccc(Cl)cc2)C2=C(CC(C)(C)CC2=O)N1 (stereo not drawn)	0.0%	i	0.0%	0.4%	5%	9.1%	2.8%	-8%	-3	-3	NS5 inhibitors pilot replicate=1.2
O=C(CS(=O)(=O)c1ccc(F)cc1)Nc1nnc(-c2cccs2)o1	/	/	/	1.2%[50 µM]	28%	-1.2%	/	-5%	/	/
C=CCN1CCN(Cc2cnc(Cl)s2)CC1	0.1%	i	-0.1%	0.1%	0%	-0.1%	-2.3%	-5%	-4	9
COCCNc1nc(C)c(C(C)=O)s1	0.1%	i	-4.0%	-0.4%	19%	1.5%	-0.7%	2%	-17	4
CCOc1ccccc1C(=O)Nc1cnn(Cc2ccc(F)cc2)c1	-0.6%	i	-24%	0.1%	2%	4.4%	5.8%	2%	11	-11
COc1ccccc1C(=O)Nc1ccc(Cc2ccncc2)cc1	-1.4%	i	-5.1%	2.2%[50 µM]	3%	5.7%	2.7%	2%	15	-30
CCCn1c(N)c(Sc2ccccc2[N+](=O)[O-])c(=O)n(CCC)c1=O	-1.2%	/	/	-0.2%	0%	1.9%	/	-3%	/	/
O=C(CCNC(=O)c1ccco1)Nc1ccc(N2CCOCC2)cc1	0.0%	i	-3.9%	0.4%	14%	-1.7%	1.4%	-12%	-15	27
CN1N=C(C(=O)N2CCCC(C(=O)c3cccc(C(F)(F)F)c3)C2)CCC1=O (stereo not drawn)	-0.5%	i	-1.5%	0.1%	3%	0.7%	-0.4%	/	-4	1
NNC(=O)c1ccc2ccccc2n1	0.0%	i	-6.0%	-0.2%	31%	/	/	-3%	-1	-1
Cn1cnc([N+](=O)[O-])c1Nc1ccc(O)cc1	0.5%	i	-6.4%	0.7%	29%	2.2%	-1.1%	5%	-21	-9
O=C(OC1CCOC1=O)c1ccc(N2CCCC2)c([N+](=O)[O-])c1 (stereo not drawn)	-0.2%	i	-3.9%	0.3%	4%	1.9%	0.2%	4%	-13	7
Cc1nn(-c2ccc(Cl)cc2)c(=O)c2ccccc12	-0.6%	i	-3.7%	1.2%	12%	9.4%	0.6%	-11%	8	5
Cc1cc(C)n(Cc2ccccc2F)c(=O)c1C#N	/	/	0.8%	-0.9%	0%	0.7%	-1.1%	-3%	3	-4
O=C(c1ccc(Cl)c(Cl)c1)c1cnc(Nc2ccccc2)s1	-0.1%	i	-6.7%	0.5%	2%	-0.9%	-0.8%	-4%	87*	-1.3*
CCN(C(=O)c1ccc(C)c(Br)c1)c1ccccc1	-1.0%	i	-7.1%	0.0%	9%	0.8%	2.3%	-12%	11	10
CCCn1nnnc1SCC(=O)N1C(C)CCCC1C (stereo not drawn)	0.1%	/	/	0.2%	4%	0.9%	/	-4%	/	/
CCCCNC(=O)C1CCN(Cc2ccc(OCc3ccccc3)cc2)CC1	-0.3%	i	-4.2%	0.0%	8%	-4.1%	-0.4%	-7%	0	-2
O=C(O)CSc1ncn[nH]1	0.6%	i	5.4%	0.2%[50 µM]	-1%	1.7%	-2.7%	0%	-3	-20
O=C1CS/C(=N\C(=O)N2c3ccccc3Sc3ccccc32)N1	0.9%	i	-17%	0.9%	26%	1.4%	-1.6%	-11%	22	29	NS5 inhibitors pilot replicate=-5.6
CC(C)(C)c1cc(CN2CCN(CCO)CC2)cc(C(C)(C)C)c1O	0.3%	i	-2.8%	2.4%	7%	1.1%	-0.8%	-5%	-13	-18
Cc1nc(SC2CC(=O)N(c3ccc([N+](=O)[O-])cc3)C2=O)nc2c1CCCC2 (stereo not drawn)	0.5%	i	0.2%	1.2%	18%	2.6%	-0.5%	9%	15	-3
Cc1nc(Oc2ccccc2)c2ccsc2n1	0.1%	i	-7.3%	0.3%	10%	3.2%	-0.5%	-2%	-6	11
COC(=O)c1ccc(Nc2ncnc3sccc23)cc1	-0.2%	/	/	0.3%	14%	8.3%	/	-4%	/	/
CCCCc1ccc(NC(=S)Nc2cccnc2)cc1	-1.2%	i	-4.8%	-3.4%	12%	7.0%	-0.1%	0%	6	-3
c1ccc(Cn2ncc3ccccc32)cc1	0.1%	i	-4.5%	3.1%	8%	0.0%	1.9%	-1%	-2	-5
CC(=O)Nc1ccc(OC(=O)CC2SC(=O)NC2=O)cc1 (stereo not drawn)	0.0%	i	-5.6%	0.0%	16%	1.5%	-1.0%	1%	7	-14
Cc1ccc(OC(C)C(=O)Nc2ccc(S(=O)(=O)Nc3cc(C)on3)cc2)cc1 (stereo not drawn)	0.2%	i	-4.7%	-0.8%	5%	1.4%	-0.4%	0%	-11	12
Cc1cc(C)c(C)c(S(=O)(=O)N2CCC(C(=O)Nc3ccccc3N3CCOCC3)CC2)c1C	-0.8%	i	-3.0%	-2.3%	5%	15%	5.9%	-6%	10	9
O=C(O)c1ccc(/C=N/NC(=S)NCc2ccccc2)cc1	-0.1%	i	-3.3%	-0.6%	8%	-0.5%	-0.7%	-4%	-17	12
COc1ccc2c3c(c(=O)oc2c1OCC(=O)O)CCCC3	1.2%	i	0.0%	-0.5%	-4%	1.6%	3.3%	0%	13	3
O=C(c1cc2cc3ccc(Cl)cc3nc2o1)N1CCCCCC1	-1.2%	/	/	0.3%	12%	20%	/	2%	/	/
Nc1ncnc(Nc2cc(Cl)cc(Cl)c2)c1[N+](=O)[O-]	0.3%	i	0.2%	4.2%	11%	2.3%	-0.1%	1%	-1	-5
Clc1ccc2c(N/N=C/c3cccc(Br)c3)ccnc2c1	?	i	-6.8%	0.2%	9%	-2.3%	4.0%	-5%	99*	96*
Cc1cccc(N(C(=O)CNC(=O)c2ccco2)C(C(=O)NC2CCCC2)c2ccncc2)c1C (stereo not drawn)	-0.8%	/	/	0.4%	10%	1.7%	/	-5%	/	/
CC(=O)OCC(=O)N1CCN(c2ccc([N+](=O)[O-])cc2)CC1	-0.3%	i	-0.6%	1.2%	10%	2.1%	0.8%	-3%	-5	7
O=C(Cn1cc(C(=O)c2ccco2)c2ccccc21)NC1CC1	0.3%	i	-5.9%	5.7%	6%	2.9%	-2.2%	-4%	14	-4
COc1ccc(S(=O)(=O)Cc2ccc(C(=O)NCc3ccc(F)cc3)o2)cc1	/	/	-2.1%	/	6%	/	-1.4%	/	6	-1
CCCCCCCc1nc2nc(C)c(Br)c(=O)n2[nH]1	1.2%	i	/	0.3%	7%	2.0%	/	10%	/	/
CCOc1ccc(S(=O)(=O)N(CC(=O)NN=C2CCN(C)CC2)c2ccc(C)cc2)cc1	-0.1%	/	/	0.3%	-8%	0.5%	/	-5%	/	/
Cc1csc(N2CCN(c3cc4nc(-c5ccncc5)[nH]c4cc3Cl)CC2)n1	0.1%	/	/	-0.7%	11%	-0.1%	/	4%	/	/
Nc1nonc1-c1nc2ccccc2n1CC(=O)Nc1ccccc1	-0.3%	i	/	-0.2%	31%	0.4%	/	4%	/	/
COc1ccc(C(Nc2ccc(S(=O)(=O)NCC3CCCO3)cc2)C(=O)NC(C)(C)C)cc1OC (stereo not drawn)	0.1%	i	-3.6%	0.7%	-5%	-0.4%	1.3%	2%	-28	-9
NS(=O)(=O)c1ccc(S(=O)(=O)N2CCCC2)cc1	-0.1%	i	-1.7%	-0.3%	5%	1.1%	-1.3%	7%	-23	-1
CCN1CCCC1CNC(=O)c1ccc(N2CCCC2=O)cc1 (stereo not drawn)	0.2%	i	-2.2%	-0.7%	2%	0.5%	-0.6%	-1%	24	4
O=C(Nc1cccc(F)c1)c1cc(S(=O)(=O)N2CCC(C(=O)O)CC2)ccc1F	/	/	-1.7%	0.8%	4%	1.2%	-1.4%	0%	-4	-7
CCOc1cccc(-c2cc(C(=O)Nc3ccon3)c3ccccc3n2)c1	-0.8%	/	/	-1.0%	6%	11%	/	-9%	/	/
Cc1cccc(Oc2ncc(-c3ccc(Cl)cc3)cn2)c1C	-0.1%	i	-0.5%	1.4%	0%	11%	1.8%	-3%	0	3
CSc1nc2ccc(S(=O)(=O)N3CCc4ccccc43)cc2s1	0.8%	i	-5.7%	-0.7%	18%	3.4%	6.3%	-2%	36	32
CCNC(=O)COC(=O)Cc1ccc(Cl)cc1Cl	-0.1%	i	-5.4%	1.8%	14%	3.3%	-2.9%	-1%	-26	3
C=CCn1c(SCc2ccc(C#N)cc2)nnc1-c1cccc(Cl)c1	-0.3%	i	-1.0%	-0.2%	0%	19%	/	-11%	13	26
COc1ccc(NC(=S)N2CCN(C(=O)C3CCCO3)CC2)cc1 (stereo not drawn)	0.0%	/	/	-0.1%	4%	0.3%	/	-1%	/	/
COc1ccccc1CCC(=O)Oc1ccccc1C#N	-0.8%	/	/	0.1%	14%	0.7%	/	3%	/	/
COC(=O)CCN1CCc2cc(N=Nc3ccc([N+](=O)[O-])cc3)ccc21	0.0%	i	/	/	16%	0.1%	/	/	/	/
COc1cccc(NC(=O)c2nn(C)c3c2CS(=O)(=O)c2ccccc2-3)c1	-0.5%	/	/	0.1%	5%	0.6%	/	-6%	/	/
COc1ccc(NC(=O)CSc2nnc(NC(=O)c3ccco3)s2)cc1	0.4%	i	-7.5%	i	-2%	1.3%	-0.3%	-6%	-15	-11

Three successive records out of the list so far, quoted:
SMILES	West Nile antiviral	Yfh1-depleted yeast	XIAP antagonists	UTI89 phage lysis	SV40 large T antigen	RSV CPE inhibition	ER stress rescue	NS5 inhibitors	WT yeast gro inh	WT yeast gro inh mutant strain	others
O=C(O)c1ccc(/C=N/NC(=S)NCc2ccccc2)cc1	-0.1%	i	-3.3%	-0.6%	8%	-0.5%	-0.7%	-4%	-17	12
COc1ccc2c3c(c(=O)oc2c1OCC(=O)O)CCCC3	1.2%	i	0.0%	-0.5%	-4%	1.6%	3.3%	0%	13	3
O=C(c1cc2cc3ccc(Cl)cc3nc2o1)N1CCCCCC1	-1.2%	/	/	0.3%	12%	20%	/	2%	/	/
